# m-calpain inh – calpain II (pig) inhibition. purified calpain II, fluorogenic peptide substrate, 30 min. inhibition, % at 16 µM. AID 1236. 220,000 tested, 0.37% active;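 active means inhibition above about 50%, limit read from the data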
# Ba/F3 V617F tox – lowers viability of Ba/F3 cells expressing EpoR and JAK2V617F; 220,000 tested, 1.1% active; ATP luminescence; inhibition, % at 5.6 µM;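 active means inhibition above the campaign mean plus 3 SD over all tested compounds, cut at about 24% in these data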;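 further: cytokine-independent growth of Ba/F3 cells driven by EpoR plus mutant JAK2; 0% = DMSO-treated cells and 100% = JAK inhibitor I control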
# S1P4 agonist – human S1P4 receptor agonism | 220,000 tested, 0.35% active | AID 1509 | S1P4-expressing cell line, agonist reporter assay | activation, % at 4.98 µM | O95977; in the data active means activation above about 11%;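 further: 0% = DMSO vehicle and 100% = reference agonist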
# S1P4 antag – human S1P4 receptor antagonism | O95977 | S1P4-expressing cells, antagonist mode, reporter read-out | inhibition, % at 4.98 µM | 220,000 tested, 0.26% active | AID 1510; in the data active means inhibition above about 29%;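 further: 0% = wells stimulated with agonist and 100% = vehicle wells without agonist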
# BaF3 tox – reduces parental Ba/F3 cell viability, JAK2V617F counter-screen. inhibition, % at 5.6 µM. CellTiter-Glo ATP luminescence. 220,000 tested, 1.1% active;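 active means inhibition above a per-campaign cutoff, the mean inhibition of all tested compounds plus 3 SD, cut at about 27% in these data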;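 further: 0% = DMSO wells and 100% = JAK Inhibitor I control wells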
# EP2 mod – modulates human prostaglandin E2 receptor EP2 signaling; EP2-expressing cells, cAMP HTRF FRET, PGE2 co-stimulation; P43116; 260,000 tested, 0.83% active; induction, % at 25 µM;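 active means compounds whose cAMP rise, as percent of the full-agonist control response, exceeds 60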;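 further: rat C6 glioma line stably carrying human EP2 under a CMV promoter; the protocol text gives 20 µM as final concentration; 100% = response of wells given 1 µM PGE2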
# Target sequence (P43116 whole entry, looked up): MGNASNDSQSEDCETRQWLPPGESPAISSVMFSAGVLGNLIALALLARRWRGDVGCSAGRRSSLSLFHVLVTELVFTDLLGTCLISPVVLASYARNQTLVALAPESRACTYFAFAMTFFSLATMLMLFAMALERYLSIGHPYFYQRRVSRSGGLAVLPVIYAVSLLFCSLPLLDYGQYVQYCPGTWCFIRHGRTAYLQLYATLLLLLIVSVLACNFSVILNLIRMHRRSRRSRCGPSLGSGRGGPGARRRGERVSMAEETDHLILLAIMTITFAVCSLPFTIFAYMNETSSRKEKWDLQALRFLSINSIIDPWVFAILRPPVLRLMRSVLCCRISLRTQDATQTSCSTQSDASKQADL
# TRPN1 ag – zebrafish TRPN1 (NompC) channel agonism | HEK293 zebrafish TRPN1-YFP, Fluo-8 calcium fluorescence; 100% = response to 87 µM carbachol | activation, % at 3 µM | 220,000 tested, 0.18% active | AID 1424;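 active means activation above its plate's cutoff, the mean activation of test wells on that plate plus 3 SD, cut at about 19% in these data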;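 further: 0% = DMSO alone and 100% = 87 µM carbachol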
#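 System: zebrafish TRPN1-YFP in HEK293 cells / Dosing: 3 µM single point / Timing: dye loading 1 h at 37 °C, then 30 min room temperature / Signal: Fluo-8 calcium fluorescence, excitation 470-495 nm, emission 515-575 nm / Read-out basis: percent activation from peak over basal fluorescence ratio, control-normalized / Control set: high carbachol 87 µM, low DMSO alone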
# PERK inh – blocks human PERK kinase; Q9NZJ5; CHO PERK-DD fusion, SEAP luminescence translation reporter; inhibition, % at 5.6 µM; 220,000 tested, 0.17% active;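 active means inhibition above the mean inhibition of all tested compounds plus 3 SD, set separately per screening campaign, cut at about 2.9% in these data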;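 further: PERK kinase domain activated by AP20187 dimerizer at 100 nM; 0% = DMSO with dimerizer and 100% = rapamycin at 8.4 µM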
# TRPML3 agonist – activates the human TRPML3 channel; AID 1448; HEK293 TRPML3-YFP, Fluo-8 calcium fluorescence; 100% = the carbachol control signal; 220,000 tested, 0.29% active; activation, % at 3 µM; Q8TDD5;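 active means activation above its plate's cutoff, the mean activation of the plate's test wells plus 3 SD, cut at about 12% in these data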;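 further: 0% = DMSO only wells and 100% = carbachol wells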
# Target sequence (Q8TDD5 whole entry, looked up): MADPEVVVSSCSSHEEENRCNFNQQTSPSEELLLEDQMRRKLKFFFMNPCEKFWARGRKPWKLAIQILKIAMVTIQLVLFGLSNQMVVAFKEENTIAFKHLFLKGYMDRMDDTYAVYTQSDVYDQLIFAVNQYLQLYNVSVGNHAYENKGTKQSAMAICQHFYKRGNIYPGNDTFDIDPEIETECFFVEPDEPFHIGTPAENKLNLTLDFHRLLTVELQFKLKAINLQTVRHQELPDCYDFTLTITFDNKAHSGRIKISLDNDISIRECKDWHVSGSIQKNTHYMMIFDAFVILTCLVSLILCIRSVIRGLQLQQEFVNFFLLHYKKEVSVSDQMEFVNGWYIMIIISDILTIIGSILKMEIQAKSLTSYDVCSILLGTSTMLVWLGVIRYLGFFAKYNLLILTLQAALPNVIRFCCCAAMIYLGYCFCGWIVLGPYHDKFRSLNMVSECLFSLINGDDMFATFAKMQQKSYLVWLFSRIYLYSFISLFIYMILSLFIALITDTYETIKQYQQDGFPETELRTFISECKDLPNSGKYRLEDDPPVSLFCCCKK
#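 system = HEK293 cells stably carrying human TRPML3-YFP | doses = one concentration, 3 µM nominal, 0.3% DMSO | timing = dye loading 1 h 37 °C then 30 min ambient, 125 s read | detection = Fluo-8 calcium dye fluorescence, ex 470-495, em 515-575 nm | benchmarks = high control carbachol 87 µM, low control DMSO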
# * hit, by the source's call; i = inactive; & = joins results of further samples.
SMILES,EP2 mod,PERK inh,m-calpain inh,Ba/F3 V617F tox,S1P4 antag,TRPML3 agonist,S1P4 agonist,TRPN1 ag,BaF3 tox
CCCc1cc(=O)[nH]c(SCC(=O)c2c[nH]c3ccccc23)n1,19,1.0,-4,0,4,0.5,0.1,-0.8,4
COc1ccc(/C=C(\C#N)C(=O)NCC(c2ccc(F)cc2)N2CCOCC2)cc1 (centres undefined),-18,0.2,6,5,3,0.2,0.2,1.2,-3
COc1ccc2cc(/C=N/NC(=O)CN(c3ccccc3)S(=O)(=O)c3ccccc3)c(Cl)nc2c1,8,0.8,-191,0,-6,0.3,-0.8,0.8,7
Cc1ccc(S(=O)(=O)NC(CC(N)=O)C(=O)O)cc1 (centres undefined),14,0.6,-53,2,-25,2.5,2.5,-0.9,3
N#C/C(=C\c1cccs1)C(=O)Nc1ccccn1,-12,1.7,15,-1,10,1.2,-0.3,0.1,-1
CC(=O)Nc1ccc(-c2nc(C)c(C(C)=O)n2O)cc1,11,1.1,-3,-1,-2,0.2,2.7,0.2,0
Cc1cc(C)n(CCNC(=O)CC2C(=O)NCCN2Cc2ccc(C)o2)n1 (centres undefined),1,0.6,-7,-2,-20,0.8,1.2,-0.6,-2
COc1ccccc1P(=O)(c1ccccc1)c1ccccc1NC(C)=O (centres undefined),-11,0.4,-4,-6,-9,0.2,0.0,0.1,-5
CC1CN(c2ccc(C(F)(F)F)cc2[N+](=O)[O-])CCN1S(C)(=O)=O (centres undefined),-19,-0.5,6,1,-7,1.5,-0.3,0.6,12
CC1CN(C(=O)CSc2ncnc3sccc23)CC(C)O1 (centres undefined),15,0.9,0,-1,-9,0.5,0.7,-0.3,8
COc1ccc(-c2ccc(-c3noc(-c4cccs4)n3)c(OC)n2)cc1,46,0.4,-183,-1,0,0.9,0.7,0.7,3
COc1cc(/C=N/NC(N)=S)cc(Br)c1OCc1ccccc1F,4,0.3,14,65*,1,-0.4,-2.7,1.0,53*
OC1(c2cccc(C(F)(F)F)c2)CCN(Cc2nnnn2CCc2ccccc2)CC1,19,-0.4,10,1,-16,-0.8,-1.0,-0.2,2
CC1CN(C(=O)N2c3ccccc3Sc3ccccc32)CC(C)O1 (centres undefined),48,-0.9,20,-2,-9,-1.4,1.8,-2.1,3
O=C(Oc1c(-c2ccccc2)c(=O)n2c3c(cccc13)CC2)c1ccc(F)cc1,17,1.0,-7,-1,1,0.1,1.2,0.9,-3
CC(=O)c1ccccc1NC(=O)COC(=O)c1ccccc1NC(=O)c1ccccc1,49,2.0,-17,-1,-17,0.5,1.5,1.7,5
Brc1ccc(C=Nc2ccc3c(c2)OCCOCCOCCO3)s1,3,0.4,-12,0,-15,1.1,1.9,0.5,7
CCCSC1=C(C#N)C(c2ccccc2OCC)CC(=O)N1 (centres undefined),7,0.7,-7,-1,-17,-0.6,-1.8,-0.2,1
CCCCCC(=O)Oc1cccc(N2C(=O)C3CCCCC3C2=O)c1 (centres undefined),-3,-0.3,14,3,-13,0.3,-2.1,1.8,3
O=C(C[n+]1cnn(CC(=O)c2ccc(Cl)cc2Cl)c1)c1ccc([N+](=O)[O-])cc1,-6,1.1,5,-5,-22,0.7,-0.6,-0.7,5
COc1ccc(CNc2nc3nc(C)c(Cl)c(C)n3n2)cc1,-4,1.3,-15,2,5,-0.1,0.9,0.5,-4
CCN1CCN(C(c2ccccc2OC)c2nnnn2C2CCCCC2)CC1 (centres undefined),17,-1.0,4,-5,5,-0.1,-2.9,-0.7,-4
Cc1ccc(-c2nc3ccccc3nc2Cl)cc1,65*,0.5,-29,-3,0,-0.2,0.1,-1.4,-4
C[C@]12C=CC(=O)C=C1CCC1C3CC[C@](O)(C(=O)CO)[C@@]3(C)CC3OC312 (some centres undefined),38,1.1,3,2,-6,1.2,0.6,1.8,0
COC(=O)c1ccc(S(=O)(=O)NCc2ccccc2)n1C,70*,2.7,-1,-7,-21,-0.1,3.1,-0.2,4

# Filtered by structure, those above with a CF3 group (2)
SMILES,EP2 mod,PERK inh,m-calpain inh,Ba/F3 V617F tox,S1P4 antag,TRPML3 agonist,S1P4 agonist,TRPN1 ag,BaF3 tox
CC1CN(c2ccc(C(F)(F)F)cc2[N+](=O)[O-])CCN1S(C)(=O)=O (centres undefined),-19,-0.5,6,1,-7,1.5,-0.3,0.6,12
OC1(c2cccc(C(F)(F)F)c2)CCN(Cc2nnnn2CCc2ccccc2)CC1,19,-0.4,10,1,-16,-0.8,-1.0,-0.2,2

# (list continues)
SMILES,EP2 mod,PERK inh,m-calpain inh,Ba/F3 V617F tox,S1P4 antag,TRPML3 agonist,S1P4 agonist,TRPN1 ag,BaF3 tox
CCS(=O)(=O)N1CCC(C(=O)N2CCN(Cc3ccccc3)CC2)CC1,14,2.0,7,0,-7,1.1,-0.1,0.6,11
COc1ccccc1NC1=NC(C)(C)N=C(N)N1,17,0.8,2,0,-11,1.2,0.3,-1.6,5
CC[C@H](C)[C@@H]1NC(=O)c2cc([N+](=O)[O-])cc(F)c2NCCCC[C@@H](C(N)=O)NC(=O)[C@H](CCCCN)NC1=O,32,0.5,-44,-4,9,0.4,1.3,-0.7,5
COc1ccc(NC(=O)CC2C(=O)NCCN2C(=O)c2ccc(N(C)C)cc2)cc1 (centres undefined),-2,0.3,-20,-5,7,0.6,-0.1,-0.1,2
Cc1ccc(SCCC(=O)NCc2ccco2)cc1,-4,1.4,3,2,-12,-0.5,0.1,-0.7,4
N/C(=N\N=C\c1cccc([N+](=O)[O-])c1)c1nonc1N,-62,2.0,12,1,2,-0.8,1.7,-0.8,3
COc1ccccc1NC(=O)CSc1nnc(C)n1CC1CCCO1 (centres undefined),16,0.6,19,-4,4,-0.5,0.1,0.2,1
CC(/C=C\C=C\c1ccccc1)=N\NC(=O)c1cncc(Br)c1,-26,0.8,-5,-3,7,0.2,1.5,-0.1,6
Cn1c(N)c(C(=O)COC(=O)COc2ccc3ccccc3c2)c(=O)n(C)c1=O,-27,-0.2,-10,0,-11,1.3,2.7,3.2,6
Cc1ccc(-c2nn(-c3ccccc3)cc2C(=O)O)o1,14,0.8,-94,-1,-6,1.2,-0.2,0.6,4
CCOc1cc(N2CCOCC2)c(OCC)cc1NC(=O)c1cc(C)cc(C)c1,39,0.1,-22,-2,-1,-0.1,1.4,-0.7,3
CCOc1ccc(CC(=O)Nc2ccc(S(=O)(=O)Nc3cc(C)on3)cc2)cc1OCC,28,-0.1,-29,2,5,0.2,2.6,-0.1,1
COc1ccc(/C=C2/SC(=S)N(CCC(=O)O)C2=O)cc1,44,1.1,-12,-2,-13,0.7,0.3,0.1,-2
CN(C)c1ccc(/C=N/N=C2/SC(CC(=O)O)C(=O)N2c2ccc(O)cc2)cc1 (centres undefined),-2,-0.7,-375,-1,-3,0.4,-1.3,-1.3,1
CCc1nnc(NC(=O)C2CCCO2)s1 (centres undefined),-23,1.0,-2,-6,-15,0.0,-0.7,-0.8,0
CCC(C)(C)NC(=O)C(c1cccnc1)N(C(=O)c1csnn1)c1ccccc1 (centres undefined),-9&3,-0.5,-6,2,5,-0.6,1.3,-1.4,-3
O=C(O)c1cnn(-c2ccccc2)c1-n1cccc1,25,0.8,7,3,-14,0.3,-1.9,3.2,5
CCOC(=O)N1CCN(CC(=O)Nc2ccc(F)c(F)c2F)CC1,8,1.3,-6,4,-17,1.0,1.6,0.9,7
COc1ccccc1Oc1nc([N+](=O)[O-])nn1CC(N)=O,20,0.5,-4,0,12,0.9,-0.6,1.1,4
Cc1cc(=O)n2[nH]c(CCC(=O)O)nc2n1,-5,0.2,3,1,12,1.0,-0.6,-0.5,-1
CCCC1(C(=O)OCC)NC(c2ccc(OC)cc2OC)C2C(=O)N(c3ccccc3)C(=O)C21 (centres undefined),10,-0.9,20,-2,-6,1.7,1.9,2.3,3
O=S(=O)(Cc1ccccc1)NCC1CCCN(Cc2ccc3nonc3c2)C1 (centres undefined),-57,0.9,0,-2,-5,0.9,5.3,-0.1,1
Fc1cccc(Cl)c1/C=N/Nc1c(Cl)cncc1Cl,-49,0.8,-5,-2,-18,-0.9,1.8,0.2,4
CCCOC(=O)c1ccc(Oc2coc3c(CN(CC)CC)c(O)ccc3c2=O)cc1,12,-1.1,i,-1,-2,0.7,0.9,0.2,-1
CCCCNc1ccc(C(=O)O)cc1,-11,0.5,3,-3,-26,0.6,-0.2,0.5,0
Cc1ccccc1NC(=O)c1c(C)[nH]c(=S)c(C#N)c1-c1ccco1,13,0.5,14,-4,3,1.3,-0.6,0.0,1
CN(C)CCN=Cc1c(O)n(Cc2ccc3c(c2)OCO3)c(=O)c2ccccc12,-59,-0.9,-52,0,17,0.7,-0.3,1.2,3
Cc1ccc(N(C(=O)c2ccn[nH]2)C(C(=O)NC2CCCC2)c2cccs2)cc1 (centres undefined),4&42,-1.2,27,2,-5,0.8,0.9,-1.4,2
COc1cc(OC)cc(C(=O)NCCCN2CCN(CCCNC(=O)c3cc(OC)cc(OC)c3)CC2)c1,21,-0.2,-11,-4,-12,0.0,0.0,-1.6,3
COc1ccccc1Cc1nc2ccccc2n1S(=O)(=O)c1ccc(Cl)cc1,44,-0.1,-2,-2,-4,0.0,1.2,-1.3,0
O=C(NCS(=O)(=O)c1ccccc1)c1ccccc1,5,0.1,13,4,5,0.6,-1.9,0.0,4
COCCNC(=O)C1=C(N)C(C(=O)Nc2ccc(C)c(S(=O)(=O)N3CCCCC3)c2)SC1=Nc1ccc(C)cc1C (centres undefined),11,-0.5,-272,0,-6,0.3,-2.2,1.0,6
O=S(=O)(NCC1CCCO1)c1ccc2ccccc2c1 (centres undefined),17,-0.3,-6,1,-3,-0.6,4.2,-0.8,3
CCOc1cc(N2CCOCC2)c(OCC)cc1NC(=O)c1ccc(C)s1,3,-0.4,30,2,-14,-0.4,-1.3,-0.6,2
CN(C)c1ccc(/C=C/C(=O)c2ccc3c(c2)OCCO3)cc1[N+](=O)[O-],-49,0.7,11,-3,-13,0.7,1.6,-1.6,3
COCCNC(=O)Cn1nc(C(F)(F)F)c(Br)c1C,8,1.0,-29,0,-18,0.5,-0.5,0.2,0
COc1ccc(C(=O)NCc2nnc(SC)n2C2CCCCC2)cc1,20,0.0,11,4,2,-0.5,-0.3,0.1,12
CC[C@@H](C)C(NC(=O)OC(C)(C)C)c1cn([C@@H](CCC(=O)OC(C)(C)C)C(=O)N2CCN(C(=O)OC(C)(C)C)CC2)nn1 (some centres undefined),17,1.5,-1,-5,3,0.8,0.4,0.0,-6
COc1ccc(-c2nc(NC3=NCCCCC3)sc2C)cc1,19,0.8,2,4,1,-1.2,0.9,-2.2,9
Cc1ccc(Cn2c(SCC(=O)NCC3CCCO3)nc3c2c(=O)n(C)c(=O)n3C)cc1 (centres undefined),12,0.5,-38,-4,-3,0.7,0.6,-1.3,-1
CCOC(=O)N(C)c1ccc(C(O)(C(F)(F)F)C(F)(F)F)cc1,-3,0.6,-318,0,-15,0.2,3.3,0.7,2
